# Screens as filed in PubChem.
# 5HT1E antag: 5-HT1E receptor antagonists, primary screen, cell-based, HTS; 5-hydroxytryptamine receptor 1E (Homo sapiens), P28566; CHO 5-HT1E Ga15 NFAT-bla reporter, FRET, antagonist; inhibition, % at 6 µM; 65,000 tested, 0.99% active; AID 571, 2007;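 active means inhibition above a set limit, the mean inhibition across every tested compound plus 3 SD, cut at about 29% in these data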;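 further: signal is the 460 over 535 nm emission ratio of beta-lactamase substrate; 0% = agonist plus DMSO wells and 100% = wells without agonist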
# 5-HT1A blocker: human 5-HT1a receptor antagonists, primary screen, cell-based, CHO, Ga15 NFAT-bla reporter; 5-hydroxytryptamine receptor 1A (Homo sapiens), P08908; CHO 5-HT1a Ga15 NFAT-bla reporter, antagonist mode; inhibition, % at 10 µM; 62,000 tested, 0.68% active; AID 612, 2007;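 active means inhibition above the mean of all tested compounds plus 3 SD, cut at about 43% in these data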;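 further: receptor stimulated by 5-CT agonist at 100 nM near EC80; beta-lactamase reporter measured by ratiometric fluorescence of a cleavable substrate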
# S1P3 ag: human S1P3 receptor agonists, primary screen, cell-based, primary and confirmation, NFAT-BLA reporter; Sphingosine 1-phosphate receptor 3 (Homo sapiens), Q99500; S1P3 NFAT-BLA reporter cells, agonism, FRET ratio; relative to 1 µM S1P, basal subtracted; activation, % at 4.5 µM; 60,000 tested, 0.1% active; AID 373, 2006;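 active means activation above the screen-wide mean plus 3 SD, cut at about 4.5% in these data, passing the limit was not always enough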; further: some compounds called inactive have numbers as strong as hits
#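 material = human S1P3 NFAT-BLA reporter CHO cells | schedule = 4 h compound at 37 °C, 2 h substrate at RT | measured by = fluorescent BLA substrate, ex 405 nm, em 460/535 nm ratio | controls = 1 µM S1P reference | replication = primary once, confirmation triplicate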
# RORA act: activators of orphan receptor RORA, primary screen, cell-based, luminescence. Nuclear receptor ROR-alpha (Homo sapiens), P35398. 65,000 tested, 1.5% active. CHO-K1 Gal4-RORA LBD luciferase reporter; percent increase over mock-subtracted basal signal. AID 560, 2006. activation, % at 10 µM;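 active means activation above the mean of all tested compounds plus 3 SD, cut at about 49% in these data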;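 further: 0% = DMSO-treated RORA cells and 100% = added signal equal to DMSO minus mock-transfected cells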
# Target sequence (P35398 whole entry, looked up, the tested form may be a part): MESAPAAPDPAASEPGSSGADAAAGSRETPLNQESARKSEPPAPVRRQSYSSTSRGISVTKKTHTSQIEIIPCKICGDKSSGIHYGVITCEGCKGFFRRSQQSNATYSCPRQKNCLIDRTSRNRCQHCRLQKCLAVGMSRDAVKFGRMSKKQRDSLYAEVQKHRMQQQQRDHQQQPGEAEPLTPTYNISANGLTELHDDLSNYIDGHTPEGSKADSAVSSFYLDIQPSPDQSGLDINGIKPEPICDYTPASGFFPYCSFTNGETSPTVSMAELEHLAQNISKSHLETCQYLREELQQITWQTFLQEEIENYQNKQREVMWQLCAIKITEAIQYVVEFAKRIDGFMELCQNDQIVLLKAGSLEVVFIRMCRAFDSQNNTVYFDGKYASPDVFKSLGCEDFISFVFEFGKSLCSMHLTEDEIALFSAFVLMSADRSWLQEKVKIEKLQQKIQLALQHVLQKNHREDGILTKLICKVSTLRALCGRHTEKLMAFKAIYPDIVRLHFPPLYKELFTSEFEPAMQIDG
# SF1 activator: activators of human SF-1, primary screen, cell-based, CHO-K1, Gal4-SF-1 LBD, luciferase luminescence; activation, % at 10 µM; 65,000 tested, 1.9% active; CHO-K1 Gal4-SF-1 LBD luciferase reporter; % increase over DMSO SF-1-specific signal; Steroidogenic factor 1 (Homo sapiens), Q13285;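 active means activation above the mean activation of all tested compounds plus 3 SD, cut at about 50% in these data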
#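 Test system: CHO-K1 cells with Gal4–hSF-1 LBD chimera plus Gal4-driven luciferase; Input: 4,000 cells/well; Compound: 10 µM only; Times: 20 h compound treatment, 37 °C; Measured by: steady-glow luciferase luminescence, read after 15 min reagent incubation; Measure: percent activation versus DMSO; Control set: DMSO and mock-transfected background; Replicates: one test per compound.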
# Ecoli tolC: growth inhibitors of E. coli tolC mutant, primary screen, strain BW25113 ΔtolC::kan, 384-well | OD615 | growth inhibition, % at 10 µM (by protocol) | 65,000 tested, 2.2% active | AID 573, 2007;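 active means growth inhibition at or above a cutoff equal to the mean over every tested compound plus 3 SD, cut at about 60% in these data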;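 further: growth measured after 20 h incubation at 37 °C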
#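 Test system – E. coli BW25113 ΔtolC::kan, tolC deletion mutant strain · Detection – OD at 615 nm · Buffer or medium – LB with kanamycin 50 µg/mL · Times – 20 h compound exposure of bacteria at 37 °C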
# S1P1 ag-PAM: S1P1 agonists and agonism potentiators, primary screen, cell-based, primary and confirmation screens, CRE-bla reporter; Sphingosine 1-phosphate receptor 1 (Homo sapiens), P21453; S1P1 CRE-bla cells, forskolin, beta-lactamase FRET, potentiator mode; S1P1 agonist co-added at EC20, 2 nM; 100% = saturating reference agonist, 0% = basal; activation, % at 9.5 µM; 56,000 tested, 0.57% active;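 active means activation above a cutoff set at the mean activation of all tested compounds plus 3 SD, cut at about 54% in these data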;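 further: forskolin at 4 µM as EC80 and the EC20 agonist is SEW2871; 100% = SEW2871 at its EC100 plus forskolin at EC80; some compounds past the cut are filed as inactive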
# Target sequence (P21453 whole entry, looked up): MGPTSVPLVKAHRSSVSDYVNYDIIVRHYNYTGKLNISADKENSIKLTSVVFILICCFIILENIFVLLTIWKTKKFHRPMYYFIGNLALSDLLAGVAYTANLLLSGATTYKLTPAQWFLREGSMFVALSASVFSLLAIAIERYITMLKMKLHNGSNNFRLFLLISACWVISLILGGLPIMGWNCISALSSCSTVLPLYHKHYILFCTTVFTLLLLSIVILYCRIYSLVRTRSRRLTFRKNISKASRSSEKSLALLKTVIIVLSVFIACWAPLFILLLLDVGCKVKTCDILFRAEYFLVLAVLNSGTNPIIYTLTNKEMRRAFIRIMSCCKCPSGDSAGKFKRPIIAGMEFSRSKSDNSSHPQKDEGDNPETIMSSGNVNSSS
# HTR1E agonist: 5-HT1E receptor agonists, primary screen, cell-based, HTS; 65,000 tested, 0.69% active; activation, % at 6 µM; 5-hydroxytryptamine receptor 1E (Homo sapiens), P28566; CHO 5-HT1E Ga15 NFAT-bla reporter, FRET; 0% DMSO wells, 100% control agonist wells; AID 574, 2007;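 active means activation above a set limit, the screen-wide mean activation plus 3 SD, cut at about 8.5% in these data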;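 further: 100% = positive control agonist at 1 µM giving full maximal response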
# AP complement: alternative complement pathway inhibitors, primary screen, biochemical, ELISA, human serum, orthogonally pooled compounds. 62,000 tested, 0.08% active. inhibition, % at 5 µM. LPS-coated ELISA, C3 deposition; tested in compound mixtures;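 active means inhibition above 30% in each of the two pooled mixtures holding the compound, so the lower value exceeds 30%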;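 further: 0% = serum in Mg-EGTA without compound and 100% = EDTA serum blank; some compounds past the cut are filed as inactive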
#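 Test system: human serum complement alternative pathway, C3 deposition onto LPS / Medium: Mg2+-EGTA GVB++ buffer containing human serum at 1:15 dilution / Probe or stimulus: Plate-bound LPS / Times: 1 h at 37 °C / Signal: ELISA with HRP anti-human C3 antibody, TMB substrate, absorbance 450 nm / Measure: percent inhibition / Repeats: two pool placements per compound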
# An asterisk follows results filed as active; . = not tested or not shown. Rows were taken by chance. Share with any hit: about 7.1%.
SMILES,5HT1E antag,5-HT1A blocker,S1P3 ag,RORA act,SF1 activator,Ecoli tolC,S1P1 ag-PAM,HTR1E agonist,AP complement
CC(=O)Nc1cccc(-c2cnc3ccccc3n2)c1,6,-11,.,73*,40,-7,.,-4.0,-9
O=C(c1ccc2c(c1)OCCCO2)c1cccs1,-2,-1,-0.7,22,54*,4,4,0.8,9
CC(=O)c1cc2c(cc1NC(=O)Nc1cccc(Cl)c1)OCCO2,-7,20,-0.8,4,-7,18,8,-0.3,2
S=c1[nH]nc(-c2cccnc2)n1Cc1ccccc1,-3,-2,-1.3,6,-16,-8,-14,0.2,0
COCCCn1c2nc3ccccc3nc2c2c(=O)n(Cc3ccc(Cl)cc3)c(C)nc21,-2,-20,0.0,-11,-3,-21,6,1.0,13
CCOC(=O)C1CCCN(C(=O)CN2C(=O)C(CC)Oc3ccc(C)cc32)C1 (centres undefined),0,-5,-0.2,-12,-10,-2,7,-1.0,5
O=C(c1ccc2c(c1)OCCO2)N(c1ccccn1)C1CCCCC1,1,7,-0.1,1,-4,7,6,0.3,15
N#CCCSc1ncnc2c1oc1ccccc12,2,-9,0.0,2,-4,1,-18,0.0,-2
Nc1n[nH]c(-c2ccc(Br)cc2)c1Cl,3,18,-0.8,-2,23,15,5,-0.3,-5
CCCn1nc2ccccc2c1P(=N)(N1CCOCC1)N1CCOCC1,5,-5,.,4,4,7,.,0.1,-6
Cc1ccc(C(=O)/C=C/Nc2ccccc2C(N)=O)o1,2,13,-0.7,34,63*,8,-4,-0.9,7
CCOC(=O)N1CCN(C(=O)c2ccc3c(=O)n(CCC4=CCCCC4)c(=O)[nH]c3c2)CC1,8,2,-0.1,4,11,5,7,-0.7,19
CCSc1nc2c(c(=O)n1-c1ccc(F)cc1)SCC2,-8,-2,.,4,0,9,.,1.2,.
C=CCN1C(=O)NC2(CCCCC2)C1=O,-7,-1,-1.0,-10,-12,-13,-24,0.0,27
Cc1ccc(C)c(Cn2c(C(C)O)nc3ccccc32)c1 (centres undefined),10,24,-1.2,13,-11,15,0,-2.3,-9

# Profiles, quoted from the list. Order of values: 5HT1E antag, 5-HT1A blocker, S1P3 ag, RORA act, SF1 activator, Ecoli tolC, S1P1 ag-PAM, HTR1E agonist, AP complement
# Record of C=CCN1C(=O)NC2(CCCCC2)C1=O = -7, -1, -1.0, -10, -12, -13, -24, 0.0, 27
# Record of CCSc1nc2c(c(=O)n1-c1ccc(F)cc1)SCC2 = -8, -2, ., 4, 0, 9, ., 1.2, .

# (more compounds)
SMILES,5HT1E antag,5-HT1A blocker,S1P3 ag,RORA act,SF1 activator,Ecoli tolC,S1P1 ag-PAM,HTR1E agonist,AP complement
CCOC(=O)C1CCN(C(=O)C2CCCCC2)CC1,1,6,.,-14,-1,17,.,-0.9,12
COc1ccc(C(CC(=O)O)NC(=O)C2CCCCC2)cc1 (centres undefined),-3,12,-1.0,8,2,-15,0,0.3,-5
Cc1ccc(CNC(=O)C2CCN(S(=O)(=O)c3cccs3)CC2)o1,1,2,-1.1,-20,-9,-13,-13,-1.4,6
Cn1c(=O)c2c(nc(N3CCC(C(N)=O)CC3)n2CCSc2nc3ccccc3s2)n(C)c1=O,0,.,22,-22,-8,3,-12,-0.1,.
Cc1ccc(OCCSc2nnc(-c3ccncc3)n2C)cc1,-6,-10,0.8,-4,-6,-14,-2,-0.7,8
O=C(CCn1c(=O)oc2ccccc21)N1CCN(C(c2ccccc2)c2ccccc2)CC1,-12,-10,0.7,-1,-2,64*,6,0.3,7
COC(=O)[C@@H](NC(=O)NC1CCCc2ccccc21)C(C)C (some centres undefined),-4,11,-0.6,-27,-4,-17,7,-0.8,-1
COc1ccc2sc(N3C(=O)C4CC=C(C)CC4C3=O)nc2c1 (centres undefined),2,12,-0.9,2,-12,-2,6,-0.6,6
CCOC(=O)c1c(NC(=O)Cc2cccs2)sc(C)c1C,11,0,-0.5,-36,-22,56,-62,1.0,-6
CCCCC(=O)Nc1ccc(Br)cc1C(=O)O,-1,2,-0.2,13,-10,32,-13,0.2,-1
CC1(C)Cc2c(sc3c2c(=N)n(Cc2ccco2)c(=O)n3Cc2ccc(Cl)cc2)CO1,19,10,.,-23,18,64*,.,0.8,6
COc1ccc(C(=O)N2CCN(c3nc4cc(C)ccc4cc3C#N)CC2)c(OC)c1,13,2,-0.6,4,-8,15,25,-0.2,25
Cc1ccc(C2C(C#N)=C(N)Oc3n[nH]c(-c4cccs4)c32)s1 (centres undefined),-3,3,-0.6,2,4,21,-2,-0.4,0
O=C(NCc1ccccc1)NS(=O)(=O)c1ccccc1Cl,3,-10,-0.4,28,18,-12,-23,-0.3,11
Cc1cc(=O)n2nc(N3CCC(C(=O)N4CCN(C)CC4)CC3)sc2n1,-2,1,-0.3,-16,-6,-11,-4,-0.8,14
Cn1c(SCC(=O)OC2CCCCC2)nnc1-c1ccc(S(=O)(=O)N2CCCC2)cc1,0,8,-1.5,-7,5,-2,18,0.2,14
O=C(O)c1cnn2c1NC(c1cccs1)CC2C(F)(F)F (centres undefined),-1,0,-0.9,-8,-6,8,-22,0.2,-6
Cn1c(=O)c2c(O)cc(=O)n(-c3ccccc3)c2n(C)c1=O,-5,-13,0.6,9,-6,-21,14,-0.8,0
CCOc1ccc(OCC)c(NC(=O)CN2CCN(c3cccc(C)c3)C(C)C2)c1 (centres undefined),3,2,.,8,10,29,.,-0.3,2
C=CCNC(=O)c1cc(-c2ccccc2O)on1,12,15,-0.4,5,-2,0,7,0.0,12
COc1ccccc1CCNC(=O)c1ccc(C)o1,-11,-3,0.1,-8,14,3,-29,-0.4,7
O=C(CC1CCCCC1)NCc1ccccn1,10,9,-0.1,-2,-12,-8,.,0.0,6
CCCCCCN1C(=O)C(O)=C(C(C)=O)C1c1ccc(Cl)cc1 (centres undefined),-6,9,-0.3,-1,-3,47,22,0.2,-7
Brc1c(CSc2nncn2-c2ccccc2)nc2ncccn12,0,-4,-1.8,-18,20,-5,-2,-1.5,-9
O=C(c1ccccc1)N1CCCCC(Sc2nnnn2-c2ccccc2)C1=O (centres undefined),-2,-5,1.3,-2,-3,9,14,-0.2,-1
Cc1[nH]c(=S)[nH]c(=O)c1CCOc1ccccc1,6,-4,-0.6,2,-20,-7,-9,-0.2,20
Cc1cc(C)nc(Nc2nc(C)c3cc4c(cc3n2)OCO4)n1,2,6,-0.6,-14,9,-8,-3,-1.2,-14
CN1C2C=C3C(C#N)=C(N)C(C#N)(C#N)[C@@H](c4ccc(Cl)cc4)[C@@H]3C1CC2 (some centres undefined),-7,.,-2.8,-29,-49,4,2,-0.9,-4
Cc1cc(C)cc(N(CC(=O)NC2CC3CCC2C3)S(C)(=O)=O)c1 (centres undefined),-4,-9,1.0,2,2,-3,-8,0.3,2
Cc1ccc2nc(-c3ccc(S(=O)(=O)N4CCOCC4)cc3)cn2c1,-11,-5,-0.5,-24,-7,-9,8,0.7,17
Cn1ncc2nnn(-c3ccccc3)c(=O)c21,-8,.,-3.6,17,7,6,-4,-1.3,.
O=C(CN1C(=O)c2ccccc2S1(=O)=O)NC1CC2CCC1C2 (centres undefined),-7,-4,-1.0,17,-7,2,4,-1.8,-8
Oc1ccc(Br)cc1-c1nc2cnccn2c1NC1CCCC1,20,14,.,0,0,97*,.,0.3,2
O=C1C2C3C=CC(CO)(O3)C2C(=O)N1c1ccc(-c2ccccc2)cc1 (centres undefined),61*,88*,.,-10,-14,1,.,0.1,0
CCCSc1nc(C)cc(=O)[nH]1,0,2,-0.3,4,-4,6,.,-0.6,18
O=c1cc(-c2ccccc2)nc(N2CCN(Cc3ccc4c(c3)OCO4)CC2)[nH]1,-16,-10,-0.6,-9,-4,37,-22,1.2,8
Cc1ccc(OCC(=O)Nc2ccc(O)c(-c3nc4ccccc4o3)c2)cc1,-14,-4,0.1,42,36,-12,-11,0.9,0
CCC(=O)N1CCc2cc(S(=O)(=O)CCC(=O)Nc3ccc(C)c(F)c3)ccc21,-10,-4,0.0,-9,-4,-10,-8,0.0,8
O=C(NCc1ccco1)C(Cc1ccccc1)NS(=O)(=O)c1cccc2nsnc12 (centres undefined),14,-2,-0.3,-4,-12,4,-2,0.1,10
Cc1c(Nc2nc3ccccc3nc2NS(=O)(=O)c2ccccc2)c(=O)n(-c2ccccc2)n1C,11,-1,-0.4,-26,-7,15,0,-0.2,21
Cc1ccc(-n2nnc3c(=O)n(CC(=O)N4CCC(C)CC4)cnc32)cc1,-1,2,-1.1,22,2,5,-30,-0.1,9
Cc1nnc2n(-c3ccc(Cl)cc3)c(=O)c3c4c(sc3n12)CN(C)CC4,2,-2,.,-2,-9,-2,.,0.3,0
COc1ccc(Br)cc1C1N2CC3(C)CN1CC(C)(C2)C3=O (centres undefined),4,-4,.,-13,-3,.,.,1.9,0
O=C(OCCCN1CCCC1)C1(c2ccccc2)CCCC1,-12,.,-4.1,-5,-3,4,9,0.9,-16
CCCS(=O)(=O)N1CCCC(C(=O)NCCCN(CC)c2cccc(C)c2)C1 (centres undefined),5,-2,0.2,12,16,-9,-44,0.1,9
O=C(CN1CCOCC1)Nc1c2c(nc3c1CCC3)CCC2,7,2,8.2,4,-3,-8,6,-0.6,7
Cc1cccn2c(=O)c3cc(C#N)c(=N)n(CCN4CCOCC4)c3nc12,-10,-10,.,-3,12,-13,.,-0.5,7
O=C(Cc1ccccc1)Nc1ccc2oc(-c3cccnc3)nc2c1,12,6,-1.0,6,20,11,-50,-1.7,9
O=C(CN1CCc2ccccc2C1)N1CCN(S(=O)(=O)c2ccccc2)CC1,-4,0,-1.0,1,8,-7,2,0.7,.
